# Source: PubChem BioAssay
# EPAC1 ag: activates human EPAC1 exchange factor | EPAC1 agonist qHTS, biochemical assay; response scale: 100% = response to 6.5 mM cAMP | Potency, µM (series often up to 154 µM), for the others: at the highest dose activation, most hits filed as activators | O95398 | AID 720707 | 360,000 compounds, 0.073% hits; note: potency is the fitted concentration of half-maximal effect; nearly all actives have a fitted effect of over 60% in size
# Target sequence (O95398 whole entry, looked up): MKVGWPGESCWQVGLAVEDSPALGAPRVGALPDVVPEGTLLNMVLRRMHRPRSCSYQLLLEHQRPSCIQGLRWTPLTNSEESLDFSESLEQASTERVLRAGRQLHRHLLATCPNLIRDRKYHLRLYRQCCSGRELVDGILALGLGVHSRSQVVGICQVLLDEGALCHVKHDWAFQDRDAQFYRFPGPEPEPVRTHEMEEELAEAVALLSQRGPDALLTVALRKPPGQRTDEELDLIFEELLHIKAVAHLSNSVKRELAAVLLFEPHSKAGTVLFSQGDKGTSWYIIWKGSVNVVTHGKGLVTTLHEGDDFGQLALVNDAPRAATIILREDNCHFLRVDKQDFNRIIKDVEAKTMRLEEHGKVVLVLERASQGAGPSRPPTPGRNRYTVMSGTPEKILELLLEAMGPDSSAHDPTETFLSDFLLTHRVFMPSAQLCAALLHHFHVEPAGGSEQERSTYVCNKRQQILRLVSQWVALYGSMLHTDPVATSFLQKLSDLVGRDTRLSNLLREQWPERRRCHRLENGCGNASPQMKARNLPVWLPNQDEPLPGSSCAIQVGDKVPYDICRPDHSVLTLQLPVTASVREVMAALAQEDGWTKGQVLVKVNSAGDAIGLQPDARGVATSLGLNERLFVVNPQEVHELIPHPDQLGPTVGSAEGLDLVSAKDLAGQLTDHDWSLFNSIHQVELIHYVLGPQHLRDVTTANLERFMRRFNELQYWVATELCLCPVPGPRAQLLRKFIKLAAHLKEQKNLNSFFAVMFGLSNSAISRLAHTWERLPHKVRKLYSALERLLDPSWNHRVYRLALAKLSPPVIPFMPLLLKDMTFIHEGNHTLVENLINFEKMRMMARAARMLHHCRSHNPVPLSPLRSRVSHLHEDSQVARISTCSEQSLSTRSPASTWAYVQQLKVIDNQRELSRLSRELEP
#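 Fluorescent GDP-exchange assay: 100 nM EPAC1 with 250 nM Rap1B preloaded with BODIPY-GDP and 50 uM GDP; compounds tested as concentration series, 5 min at room temperature, then read every 5 min for 30 min (ex 480/em 540 nm); normalized to 6.5 mM cAMP.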
# PLK1 PBD block: PLK1 (human) polo-box domain binding inhibition; 360,000 compounds, 2.8% hits; Potency, µM, for the others: max response, negative = inhibition, hits mostly inhibitors; P53350; Plk1 PBD binding of FITC phosphopeptide, fluorescence polarization; note: potency is the fitted concentration of half-maximal effect; series mostly up to about 57 µM; % is set by controls: 0 for no effect and ±100 for the full control effect; nearly all actives have a fitted effect of over 65% in size
# MmCpn inh: blocks the Methanococcus maripaludis chaperonin Mm-Cpn; purified Mm-Cpn ATPase, ADP Transcreener TR-FRET; Potency, µM (highest dose often 76.9 µM), for the others: at the top dose activity, negative = inhibition, hits mostly inhibitors; 330,000 compounds, 0.031% hits; AID 504842; note: potency is the fitted concentration of half-maximal effect; % is set by controls: 0 for no effect and ±100 for the full control effect; nearly all actives have a fitted effect of over 80% in size
#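 ATP (10 uM final) was added to archaeal chaperonin (25 nM final) after 10 min exposure to test compound at 37°C; after 30 min further incubation, ADP was detected by competitive TR-FRET.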
# CCT modulator: cytosolic chaperonin activity modulation. 360,000 compounds, 0.3% hits. purified chaperonin ATPase assay, HTRF ADP detection, 30 min. activity change, % (no concentration beside the values), hits read low; in the data active = activity change below about -30%; note: % is set by controls: 0 for no effect and ±100 for the full control effect
#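 First, chaperonin was dispensed at 40 nM or 20 nM final depending on batch activity. Next, compounds were pinned at 76 uM and ATP added at 10 uM. After 30 min at 37 °C, ADP detection reagents ran 30 min at ambient temperature.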
# PI5P4Ka inh: blocks human PI5P4K alpha kinase activity. P48426. 330,000 compounds, 1.2% hits. max response, %. AID 652105. PI5P4Kalpha enzyme, ADP-Glo luminescence, 60 min; stronger effect = lower value; active = max response of -50% or lower; inconclusive = between -30% and -50%; inactive = -30% or higher; note: value at the top dose of about 77 µM; % is set by controls: 0 for no effect and ±100 for the full control effect
#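 Single end-point luminescence (ADP-Glo) quantified ADP from PI5P4Kalpha turnover; ATP 5 microM final, 1 h at RT, 0.1% CHAPS and 0.28 mM EGTA in HEPES pH 7.4.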
# EPAC1 antag: EPAC1 (human) antagonism | O95398 | EPAC1 GEF assay, Rap1b-BODIPY-GDP exchange fluorescence | Potency, µM (series often up to 115 µM), inactives show at the highest dose activity change, negative = inhibition, hits mostly inhibitors | 360,000 compounds, 0.14% hits;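 note: potency is the fitted concentration of half-maximal effect; plate controls were vehicle for no effect and positive control for full effect; nearly all actives have a fitted effect of over 50% in size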
# EPAC2 antag: EPAC2 (human) antagonism. Q8WZA2. EPAC2 GEF exchange of Rap1B-BODIPY-GDP, fluorescence. Potency, µM (top dose mostly 114 µM), inactives show top-dose activity, negative = inhibition, hits mostly inhibitors. 360,000 compounds, 0.18% hits. AID 720708; note: potency is the fitted concentration of half-maximal effect; % is set by controls: 0 for no effect and ±100 for the full control effect; nearly all actives have a fitted effect of over 45% in size; many of its hits are not listed in these tables
# WRN inhibitor: blocks human WRN helicase; WRN helicase unwinding, fluorescent forked duplex, kinetic; 360,000 compounds, 0.46% hits; Potency, µM (top dose mostly 114 µM), for inactives: top-dose activity change, negative = inhibition, usual class: inhibitors; Q14191; note: potency is the fitted concentration of half-maximal effect; % is set by controls: 0 for no effect and ±100 for the full control effect; nearly all actives have a fitted effect of over 55% in size
#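 WRN at 20 nM final preincubated with compound 15 min at room temperature; reaction started with 100 nM fluorophore/quencher forked duplex oligonucleotide and 2 mM ATP final. Unwinding followed kinetically by red fluorescence (ex 525, em 598 nm).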
# The depositor's hits bear a star; ? = inconclusive; · = not tested or not shown; [ ] = dose if it differs, or a comment. Unless noted, calls come from the whole dose curve; as a rule, active = well fitted curve in the direction sought with a large enough effect; inconclusive = small, poorly fitted or top-dose-only effect, or another doubt; inactive = no such curve, though single readings can be large; an effect the other way counts as inactive or inconclusive. Only part of the results is shown, so the mix of outcomes need not match the whole.
SMILES,EPAC1 ag,PLK1 PBD block,MmCpn inh,CCT modulator,PI5P4Ka inh,EPAC1 antag,EPAC2 antag,WRN inhibitor
CN(C)c1ccc(NC(=O)CC2NCCNC2=O)cc1 (stereo not given),5%,1%,·,0.4,-4,0%,3%,-4%
COc1ccc(NC(=O)CSc2nnc(Cn3c(=O)sc4ccccc43)n2C)cc1OC,5%,0%,0%,-1.1,7,-8%,7%,1%
CCCNC(=O)c1cc(C2CCCCN2S(=O)(=O)c2ccc(OC)cc2)on1 (stereo not given),14%,-3%,·,2.1,-1,0%,-26%,7%
CC1(C)Cc2c(cnn2-c2ccccc2)C(NC(=O)CCc2ccc(=O)[nH]n2)C1 (stereo not given),8%,0%,-5%,-2.6,1,8%,0%,-3%
CC1CCCC(C)N1C(=O)COC(=O)CNC(=O)c1ccccc1 (stereo not given),12%,-8%,0%,1.4,-4,?,0%,-10%
CCOC(=O)c1cc(-c2ccc(OC)cc2)n(CCC(=O)NC2CCN(Cc3ccccc3)CC2)c1C,3%,-12%,0%,-3.3,-6,-22%,0%,4%
COc1cc(C(=O)N2CCN(C(=O)Cc3ccccc3)CC2)cc(OC)c1OC,-4%,1%,0%,-3.1,5,-2%,5%,-16%
CCOC(=O)C1CCN(S(=O)(=O)c2ccc3c4c2CC(=O)N4CC(C)S3)CC1 (stereo not given),7%,-16%,0%,0.4,0,5%,-1%,5%
COc1ccc(NC(=O)CN(C)C(=O)c2c(C)nn(Cc3ccccc3)c2C)cc1,-34%[inhibitor],1%,2%,0.5,-1,-1%,8%,-3%
CC(C)(C)c1ccc(S(=O)(=O)N2CCCCC2C(=O)NCc2ccccn2)cc1 (stereo not given),4%,-11%,0%,0.9,-4,-13%,-12%,4%
CCOc1ccc(N=Nc2cc(C(C)C)ccc2O)cc1,6%,-2%,0%,-6.5,38,2%,-1%,-2%
CCO[C@@H]1OC(C(=O)NC2CC2)=C[C@H](c2ccccc2)[C@H]1CCCO,1%,-4%,·,-5.0,-3,9%,22%,-2%
CC(=O)Nc1ccc(S(=O)(=O)Nc2ncccn2)cc1,3%,-9%,2%,-1.0,·,7%,5%,2%
O=C(NCC1CCCO1)c1cc([N+](=O)[O-])ccc1N1CCC(Cc2ccccc2)CC1 (stereo not given),7%,-14%,-2%,-1.4,0,-5%,-1%,-11%
CC1CCc2c(C(=O)Nc3ccccn3)csc2C1 (stereo not given),12%,-6%,0%,-0.9,7,-33%,-17%,-4%
CC(C)OC(=O)CSc1nnc(-c2ccc([N+](=O)[O-])cc2)o1,14%,-11%,1%,0.8,-1,28%,7%,8%
Cc1ccc(-c2nc3ccccc3s2)cc1NC(=S)NC(=O)c1cccc2ccccc12,11%,-4%,2%,-1.4,20,-6%,-2%,-22%
COc1ccc(C(c2nnnn2C(C)(C)C)N2CCN(C)CC2)cc1OC (stereo not given),5%,-4%,1%,0.9,3,0%,-6%,2%
CN1CCC(OC(=O)COc2ccc(Cl)cc2Cl)CC1,1%,-8%,-20%,-5.6,2,-3%,4%,-1%
COc1cccc2c1OCC(CN1CCN(Cc3ccccc3F)C(CCO)C1)=C2 (stereo not given),-4%,-2%,-1%,0.2,3,12%,3%,4%
COc1cccc(S(=O)(=O)Nc2ccc(C(=O)Nc3ccncc3)cc2)c1,-1%,-5%,2%,0.6,-24,-11%,17%,-6%
COc1ccc(Cn2cccc(NC(=O)Nc3cccc(C#N)c3)c2=O)cc1,11%,-7%,-4%,-1.4,·,0%,0%,-2%
COc1ccc(/C=N/n2c(-c3ccccc3)n[nH]c2=S)cc1,6%,-18%,2%,-4.0,-5,4%,-2%,-29%
O=C(O)C1C2C=CC(C3CC23)C1C(=O)NCCc1ccccc1 (stereo not given),7%,-11%,-1%,2.3,-2,-2%,9%,-5%
CCOC(=O)c1sc(NC(=O)CN(CC)CC)c(C(=O)OCC)c1C,4%,-5%,0%,-2.7,6,-2%,-6%,-1%
COc1cc(C(=O)NCCc2ccccc2)ccc1OCC(=O)N1CCOCC1,13%,-2%,3%,1.0,0,8%,2%,-5%
C#CCOCCOCCOCCNc1nc(N2CCN(C(=O)C([C@@H](C)O)n3cc([C@@H](N)CCCCN)nn3)CC2)nc(N2CCN(C(=O)[C@H](CCCCN)n3cc([C@@H](N)[C@H](C)CC)nn3)CC2)n1 (stereo not given in full),-13%,-17%,2%,-0.6,1,34%[activator],4%,-16%
COc1cccc(NC(=O)c2nc(SC)ncc2Cl)c1,0%,-4%,-3%,0.0,1,18%,1%,-2%
COc1ccc(C(=O)NCc2ccccc2)cc1S(=O)(=O)N1CCCc2ccccc21,11%,1%,1%,2.3,3,9%,-2%,-1%
COc1cc2c(cc1[N+](=O)[O-])n(C(C)C)c(=O)n2C(C)C,-7%,2%,-7%,1.3,0,9%,-3%,2%
COC(=O)c1sccc1S(=O)(=O)NCc1ccc(S(N)(=O)=O)cc1,1%,-13%,1%,-3.4,-20,3%,-1%,-33%
Cc1ccc(C)c(-n2ccnc2SCC(N)=O)c1,-2%,5%,-2%,-3.0,2,-5%,19%,3%
NC(=O)C1(Nc2ccc(Br)cc2)CCCC1,-2%,-7%,·,-3.6,-6,-13%,2%,5%
CN(CC(=O)NCc1ccccc1)Cc1ccc(Cl)cc1,-5%,-11%,1%,-3.7,-5,2%,-9%,2%
Cc1ncoc1C(=O)N1CCc2c([nH]c3ccccc23)C1C(C)(C)C (stereo not given),-4%,-2%,1%,0.7,2,3%,-12%,-4%
COC(=O)C[C@H]1C=C[C@@H](C(C(=O)OC)C(=O)OC)CN1C(C)=O,-2%,-16%,·,-2.1,5,-3%,8%,2%
CCOC(=O)C1(C)CCN1C(=O)Cc1ccc(OC)cc1 (stereo not given),-2%,-8%,·,0.2,-8,9%,-6%,-1%
COc1ccc(-c2ccc(-c3noc(-c4ccccc4OC)n3)c(OC)n2)cc1,-16%,12%,-29%,-3.5,14,-8%,-5%,-19%
CCOC(=O)C1(CCOc2ccccc2)CCN(S(=O)(=O)N(C)C)CC1,3%,-7%,-1%,-4.6,6,-3%,-5%,-1%
Clc1ccc(-c2noc(CN3CCN(c4ccccc4)CC3)n2)cc1,9%,-8%,-1%,0.6,3,1%,-12%,-5%

# Arranged by value in WRN inhibitor (low to high): some entries from above.
Molecule | PLK1 PBD block | MmCpn inh | CCT modulator | PI5P4Ka inh | EPAC1 antag | EPAC2 antag | WRN inhibitor
COC(=O)c1sccc1S(=O)(=O)NCc1ccc(S(N)(=O)=O)cc1 | -13% | 1% | -3.4 | -20 | 3% | -1% | -33%
COc1ccc(-c2ccc(-c3noc(-c4ccccc4OC)n3)c(OC)n2)cc1 | 12% | -29% | -3.5 | 14 | -8% | -5% | -19%
Cc1ncoc1C(=O)N1CCc2c([nH]c3ccccc23)C1C(C)(C)C (stereo not given) | -2% | 1% | 0.7 | 2 | 3% | -12% | -4%
CCOC(=O)C1(CCOc2ccccc2)CCN(S(=O)(=O)N(C)C)CC1 | -7% | -1% | -4.6 | 6 | -3% | -5% | -1%
COC(=O)C[C@H]1C=C[C@@H](C(C(=O)OC)C(=O)OC)CN1C(C)=O | -16% | · | -2.1 | 5 | -3% | 8% | 2%
Cc1ccc(C)c(-n2ccnc2SCC(N)=O)c1 | 5% | -2% | -3.0 | 2 | -5% | 19% | 3%
NC(=O)C1(Nc2ccc(Br)cc2)CCCC1 | -7% | · | -3.6 | -6 | -13% | 2% | 5%

# Additional records
SMILES,EPAC1 ag,PLK1 PBD block,MmCpn inh,CCT modulator,PI5P4Ka inh,EPAC1 antag,EPAC2 antag,WRN inhibitor
N#Cc1ccccc1CSc1nc2ccc(NC(=O)c3ccccc3C(=O)O)cc2s1,8%,?,-1%,1.0,-24,-2%,-9%,-4%[11.6 µM]
O=C(COc1coc(CN2CCc3ccccc32)cc1=O)Nc1cccc(F)c1,1%,-4%,1%,0.0,-12,2%,19%,0%
Cc1cccc(NS(=O)(=O)c2ccc(C)c(C(=O)NCC(c3ccco3)N3CCCCC3)c2)c1 (stereo not given),-3%,-4%,0%,-6.0,-6,-1%,-3%,-6%
CCC/C=N/Nc1nc2ccccc2s1,-5%,-5%,1%,-0.8,3,-1%,-22%,-3%
Cc1cccc(C2NC(=O)c3c(sc(C)c3C)N2)c1O (stereo not given),9%,-21%,-3%,1.3,·,6%,-2%,-4%
Cc1c(C(=O)NCc2ccccc2)oc2ccc(S(=O)(=O)N3CCCC3)cc12,-10%,-4%,-2%,-1.3,-3,-29%,-1%,7%
Cc1ccc(S(=O)(=O)NNC(=O)c2snnc2C)cc1,-2%,1%,0%,-2.8,1,1%,18%,2%
COc1ccc(CC(=O)Nc2c3c(nn2-c2cccc(C)c2C)CS(=O)C3)cc1 (stereo not given),-5%,-7%,-2%,2.0,-5,-9%,20%,0%
CCn1c(-c2ccco2)nc2ccccc21,5%,-20%,-2%,-1.4,5,0%,1%,-7%
COc1ccc(OC)c(NC(=O)CSc2nnc(-c3ccco3)o2)c1,9%,-15%,0%,-3.1,-5,5%,-4%,-12%
CCCCOC(=O)Nc1nnc(Cc2ccc(Cl)cc2)s1,-2%,-7%,2%,-1.4,-2,-27%,-4%,-6%
NC(=O)COC(=O)Cc1coc2cc3c(cc12)CCC3,-7%,-6%,4%,0.3,5,0%,-1%,-6%
O=S1(=O)N[C@@H](Cc2ccccc2)COc2cc(N3CCC[C@@H]3CO)ccc21,-2%,-3%,·,-1.1,-9,1%,-3%,-5%
CC(=O)NCC(=O)OCc1ccc([N+](=O)[O-])cc1,2%,-16%,1%,-1.2,2,-3%,-6%,-3%

# Whole records, quoted from the list:
# CCOC(=O)C1(CCOc2ccccc2)CCN(S(=O)(=O)N(C)C)CC1 as listed: EPAC1 ag: 3%; PLK1 PBD block: -7%; MmCpn inh: -1%; CCT modulator: -4.6; PI5P4Ka inh: 6; EPAC1 antag: -3%; EPAC2 antag: -5%; WRN inhibitor: -1%
# Clc1ccc(-c2noc(CN3CCN(c4ccccc4)CC3)n2)cc1 as listed: EPAC1 ag: 9%; PLK1 PBD block: -8%; MmCpn inh: -1%; CCT modulator: 0.6; PI5P4Ka inh: 3; EPAC1 antag: 1%; EPAC2 antag: -12%; WRN inhibitor: -5%
# CN1CCC(OC(=O)COc2ccc(Cl)cc2Cl)CC1 as listed: EPAC1 ag: 1%; PLK1 PBD block: -8%; MmCpn inh: -20%; CCT modulator: -5.6; PI5P4Ka inh: 2; EPAC1 antag: -3%; EPAC2 antag: 4%; WRN inhibitor: -1%
